SENP8 inh: inhibitors of human SENP8 protease | AID 602440 | hit rate 0.64% among 360,000 | recombinant SENP8, Nedd8 substrate fluorescence | inhibition, % at 20 µM | Q96LD8; in the data active = inhibition mostly above about 40%, no sharp cut-off; inactive = mostly below about 27%
HKDC1 inh: inhibitors of human hexokinase HKDC1. recombinant HKDC1, G6PDH/diaphorase resazurin coupled fluorescence. inhibition, % at 20 µM. hit rate 0.16% among 340,000. AID 493160;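 active = inhibition above about 35% when tested at 20 µM, limit read from the data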;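 also: plate controls were DMSO wells with enzyme for no effect and DMSO wells lacking enzyme for full effect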
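System: Recombinant HKDC1 hexokinase | Amount: HKDC1 at 5 µg/mL | Reagent: Glucose with 1 mM ATP | Doses: Single 20 µM dose | Incubation: Reaction time 90 min, room temperature, protected from light | Signal: Coupled resazurin fluorescence, excitation 525 nm, emission 613 nm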
PfGluPho inh: PfG6PD (Plasmodium falciparum) enzyme inhibition | PfGluPho enzyme, NADPH resazurin-diaphorase fluorescence | inhibition, % at 20 µM | hit rate 0.78% among 350,000 | AID 504690;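 active = inhibition reaching at least a set limit at 20 µM in the primary screen, cut at about 59% in these data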;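 also: 0% = DMSO wells with substrate and 100% = DMSO wells lacking glucose-6-phosphate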
SENP6 inh: inhibitors of human SENP6 protease; Recombinant SENP6 catalytic domain, aminoluciferin luminescence; hit rate 1.8% among 330,000; inhibition, % at 10 µM; AID 2599;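 active = inhibition above about 50% at the single tested dose, limit read from the data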;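 also: plate controls were DMSO wells with enzyme for no effect and DMSO wells lacking enzyme for full effect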
Target sequence (Q9GZR1 628-1112 limits assumed): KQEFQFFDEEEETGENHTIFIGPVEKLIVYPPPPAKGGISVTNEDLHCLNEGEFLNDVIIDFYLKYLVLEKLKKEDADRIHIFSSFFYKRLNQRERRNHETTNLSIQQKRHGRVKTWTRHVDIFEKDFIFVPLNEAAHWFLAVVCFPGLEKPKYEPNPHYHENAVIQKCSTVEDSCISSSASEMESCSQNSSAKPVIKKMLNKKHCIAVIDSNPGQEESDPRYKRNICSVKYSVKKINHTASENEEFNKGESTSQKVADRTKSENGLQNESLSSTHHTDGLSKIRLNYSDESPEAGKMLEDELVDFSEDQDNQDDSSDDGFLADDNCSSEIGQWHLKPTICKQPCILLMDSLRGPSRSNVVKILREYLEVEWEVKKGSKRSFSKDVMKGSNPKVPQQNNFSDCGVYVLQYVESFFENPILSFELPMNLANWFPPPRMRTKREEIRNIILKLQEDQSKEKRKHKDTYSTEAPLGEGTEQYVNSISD
SENP7 block: inhibitors of human SENP7 protease. Q9BQF6. recombinant SENP7, Z-RLRGG-aminoluciferin luminescence, 40 min. inhibition, % at 5 µM. hit rate 1.5% among 330,000;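 active = inhibition above about 50% at the single test dose, limit read from the data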;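 also: plate controls were DMSO with enzyme for no effect and no enzyme buffer wells for full effect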
MPTP block: inhibitors of mitochondrial permeability transition pore. isolated mouse mitochondria, Ca2+ swelling absorbance, 30 min. inhibition, % at 10 µM. hit rate 1.4% among 360,000. AID 602449;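 active = inhibition of 50% or more, scaled per plate between neutral and stimulator controls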;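 also: 0% = DMSO wells given calcium and 100% = 1 mM EGTA wells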
ATG4B inh: inhibitors of human ATG4B cysteine protease. Q9Y4P1. ATG4B cleavage of LC3-PLA2, NBD-HPC fluorescence, 1 h. inhibition, % at 8.33 µM. hit rate 0.51% among 340,000; in the data active = inhibition above about 40%
Target sequence (Q9Y4P1 whole entry, looked up): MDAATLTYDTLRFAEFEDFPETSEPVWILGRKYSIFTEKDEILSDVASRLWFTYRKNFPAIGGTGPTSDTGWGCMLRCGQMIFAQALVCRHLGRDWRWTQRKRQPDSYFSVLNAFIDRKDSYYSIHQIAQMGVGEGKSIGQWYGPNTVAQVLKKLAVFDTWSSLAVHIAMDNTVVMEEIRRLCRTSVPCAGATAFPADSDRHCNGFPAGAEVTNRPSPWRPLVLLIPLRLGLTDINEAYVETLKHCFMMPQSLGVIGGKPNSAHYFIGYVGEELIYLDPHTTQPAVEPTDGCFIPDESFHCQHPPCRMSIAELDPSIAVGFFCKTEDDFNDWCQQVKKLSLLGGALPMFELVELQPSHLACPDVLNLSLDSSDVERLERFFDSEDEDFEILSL
NR3A LBD binder: NR3A (human) ligand-binding domain modulation; NR3A LBD differential scanning fluorimetry, Tm shift; 0% = protein alone, 100% = glycine-bound protein; Tm shift relative to glycine control, % at 25 µM; hit rate 2.5% among 340,000; AID 1259313;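 active = melting temperature shift of at least 10% of the positive control shift, at one fixed dose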
An asterisk follows results filed as active; i = inactive; / = not tested or not shown.

A first look (11 entries):
SMILES	SENP8 inh	HKDC1 inh	PfGluPho inh	SENP6 inh	SENP7 block	MPTP block	ATG4B inh	NR3A LBD binder
NC1=C(c2ccc([N+](=O)[O-])cc2)C(=O)CO1	15.6	-10.2	3.7	-1.0	4.1	0.5	-6.5	-1.3
Cc1ccc(Oc2ncccc2NC(=O)CCCC(=O)O)c2c1CCC2	-6.7	-4.8	-7.0	-18.6	4.8	2.6	2.2	2.9
COc1ccc(/C=C/C(=O)NC(=S)Nc2ccc(S(=O)(=O)Nc3ccc(OC)nn3)cc2)cc1	8.9	0.6	-11.2	-6.4	1.7	16.0	0.4	-15.5
O=C(CCNc1cc(Cl)cc(Cl)c1)c1ccco1	17.9	6.8	20.1	-1.4	-7.5	0.6	13.3	-5.1
C[C@@H](NC(=O)c1ncn(C)c1C(=O)N[C@H](C)c1ccccc1)c1ccccc1	21.8	7.1	10.7	-13.7	1.6	0.1	4.5	2.9
COc1ccccc1Nc1nc(NCC(C)C)nc(N)c1[N+](=O)[O-]	33.7	2.7	2.0	-5.7	-2.9	12.3	6.0	-15.2
O=C(Cc1ccccc1)NC(=S)Nc1ccc2oc(-c3ccccc3F)nc2c1	-199.1	0.6	-14.9	-23.4	-5.2	3.5	11.8	-10.4
S=C1NC[C@H](Cc2cccc3ccccc23)N1CC1CCCCC1	13.1	-0.5	3.9	-12.3	-12.3	1.0	-5.6	-5.8
Cc1cc(C)n(CCCNC(=O)COc2ccc([N+](=O)[O-])cc2)n1	7.7	-2.4	-17.0	-8.5	4.2	1.1	8.2	-2.1
NC(=O)C1CCN(C(=O)c2ccc(OCC(=O)Nc3cccc(C(F)(F)F)c3)cc2)CC1	8.1	-3.2	5.3	0.5	-2.4	-0.1	1.4	0.2
COc1cccc(OCC(O)CN2CCN(C(c3ccccc3)c3ccccc3)CC2)c1 (stereo unspecified)	13.3	0.9	16.0	-3.8	4.0	1.2	-17.5	2.0

The whole of this part, repeating the preview:
SMILES	SENP8 inh	HKDC1 inh	PfGluPho inh	SENP6 inh	SENP7 block	MPTP block	ATG4B inh	NR3A LBD binder
NC1=C(c2ccc([N+](=O)[O-])cc2)C(=O)CO1	15.6	-10.2	3.7	-1.0	4.1	0.5	-6.5	-1.3
Cc1ccc(Oc2ncccc2NC(=O)CCCC(=O)O)c2c1CCC2	-6.7	-4.8	-7.0	-18.6	4.8	2.6	2.2	2.9
COc1ccc(/C=C/C(=O)NC(=S)Nc2ccc(S(=O)(=O)Nc3ccc(OC)nn3)cc2)cc1	8.9	0.6	-11.2	-6.4	1.7	16.0	0.4	-15.5
O=C(CCNc1cc(Cl)cc(Cl)c1)c1ccco1	17.9	6.8	20.1	-1.4	-7.5	0.6	13.3	-5.1
C[C@@H](NC(=O)c1ncn(C)c1C(=O)N[C@H](C)c1ccccc1)c1ccccc1	21.8	7.1	10.7	-13.7	1.6	0.1	4.5	2.9
COc1ccccc1Nc1nc(NCC(C)C)nc(N)c1[N+](=O)[O-]	33.7	2.7	2.0	-5.7	-2.9	12.3	6.0	-15.2
O=C(Cc1ccccc1)NC(=S)Nc1ccc2oc(-c3ccccc3F)nc2c1	-199.1	0.6	-14.9	-23.4	-5.2	3.5	11.8	-10.4
S=C1NC[C@H](Cc2cccc3ccccc23)N1CC1CCCCC1	13.1	-0.5	3.9	-12.3	-12.3	1.0	-5.6	-5.8
Cc1cc(C)n(CCCNC(=O)COc2ccc([N+](=O)[O-])cc2)n1	7.7	-2.4	-17.0	-8.5	4.2	1.1	8.2	-2.1
NC(=O)C1CCN(C(=O)c2ccc(OCC(=O)Nc3cccc(C(F)(F)F)c3)cc2)CC1	8.1	-3.2	5.3	0.5	-2.4	-0.1	1.4	0.2
COc1cccc(OCC(O)CN2CCN(C(c3ccccc3)c3ccccc3)CC2)c1 (stereo unspecified)	13.3	0.9	16.0	-3.8	4.0	1.2	-17.5	2.0
COc1ccc(CC(=O)N/N=C(\C)CC(=O)Nc2ccc(N(C)C)cc2)cc1OC	9.0	-3.8	-6.0	-5.6	-11.4	0.3	-15.4	-1.9
CC(C)N(Cc1ccccc1)C(=S)NCc1ccccc1	4.8	-1.7	22.0	-9.9	-7.8	-0.8	1.9	0.7
COc1cc(OC)c(C(=O)OCC(=O)N2CCN(S(=O)(=O)c3ccc(C)cc3C)CC2)cc1OC	-49.4	8.9	5.9	/	/	-0.4	-21.0	1.9
COc1cc(NC(=S)N2CCN(C)CC2)c(OC)cc1Cl	23.9	-5.3	22.7	-3.5	-2.1	1.0	5.2	3.0
Cc1cccc(C(=O)Nc2nccs2)c1[N+](=O)[O-]	14.7	-7.5	7.4	-9.7	-6.5	-0.1	3.3	-0.2
C=CCn1c(-c2cc(OC)cc(OC)c2)n[nH]c1=S	-68.0	-2.4	26.7	-0.2	-8.9	10.8	-3.9	-1.4
Cc1cnn(-c2ccc3nnc(-c4ccc(Cl)cc4)n3n2)c1	i	-6.1	-4.3	-14.7	-3.1	-0.4	-5.6	-4.2
CCC1=NN2C(=N)/C(=C\c3ccc(OCCOc4ccc(NC(C)=O)cc4)cc3)C(=O)N=C2S1	13.8	-0.2	-12.1	-15.9	6.1	-0.4	-0.2	-4.5
CCC(=N\NC(=O)COc1ccccc1OC)/C(CC)=N/NC(=O)COc1ccccc1OC	12.7	1.6	-0.5	-1.9	-4.8	0.9	-5.8	-0.2

2 entries from above, in markdown.
| Molecule | SENP8 inh | HKDC1 inh | PfGluPho inh | SENP6 inh | SENP7 block | MPTP block | ATG4B inh | NR3A LBD binder |
| --- | --- | --- | --- | --- | --- | --- | --- | --- |
| COc1ccc(CC(=O)N/N=C(\C)CC(=O)Nc2ccc(N(C)C)cc2)cc1OC | 9.0 | -3.8 | -6.0 | -5.6 | -11.4 | 0.3 | -15.4 | -1.9 |
| CC(C)N(Cc1ccccc1)C(=S)NCc1ccccc1 | 4.8 | -1.7 | 22.0 | -9.9 | -7.8 | -0.8 | 1.9 | 0.7 |

(continued)
SMILES	SENP8 inh	HKDC1 inh	PfGluPho inh	SENP6 inh	SENP7 block	MPTP block	ATG4B inh	NR3A LBD binder
Cc1ccc2cc3cc(C(=O)NCc4ccc5c(c4)OCO5)oc3nc2c1	-146.7	-3.4	-6.4	-15.3	6.7	-1.6	4.8	2.8
NNc1nc2ccccc2nc1C(F)(F)F	-136.8	9.5	46.5	12.1	8.7	1.2	2.1	-2.0
CC(=O)OCc1cc2cc(C)ccc2[nH]c1=O	-58.6	-2.0	-10.8	-25.1	6.1	-9.2	-0.1	-0.6
Nc1ccc2nc(CCCCCCc3nc4ccc(N)cc4[nH]3)[nH]c2c1	9.3	12.5	33.2	12.0	2.6	-0.8	-3.5	-1.0
C=CCC(=O)N1CCC(n2nccc2NC(=O)CCOc2ccccc2)CC1	8.1	-3.1	5.2	-7.5	-7.4	0.5	-8.6	1.5
COC(=O)c1ccc(CN2CCCC(C(=O)Nc3cccc(-n4cccn4)c3)C2)cc1 (stereo unspecified)	12.8	0.0	2.4	-1.5	4.0	-1.2	0.6	1.2
COc1ccc(NC(=S)NN2CCN(C)CC2)cc1	32.6	1.5	-5.2	9.7	4.7	-8.9	-1.2	0.1
O=C(Cn1nc(-c2ccccc2F)ccc1=O)Nc1ccc(S(=O)(=O)N2CCCCCC2)cc1	11.2	-3.6	2.7	-19.7	-1.9	-11.4	-8.9	-5.2
CCN(C[C@H]1N[C@@](CC)(C(=O)OC)[C@H]2C(=O)N(Cc3ccccc3)C(=O)[C@@H]12)S(=O)(=O)c1ccccc1	4.3	-4.6	2.8	-20.9	-0.6	1.1	3.4	3.1
Cc1nn2c(-n3ccnc3C)c3c(nc2c1-c1ccccc1)CCC3	-5.9	-8.2	-6.5	-20.2	-6.0	0.1	-3.3	-1.0
CN(CC(=O)Nc1c(Cl)cccc1Cl)C(=O)c1cc(-c2cccs2)nn1-c1ccccc1	12.6	3.5	7.4	-9.9	1.4	-1.5	-4.8	2.2
Cc1ccccc1Nc1cc(C(=O)NCC2CCCO2)c2ccccc2n1 (stereo unspecified)	-36.5	-4.6	-5.0	-10.0	4.0	-0.5	-1.0	-0.1
CN(C)C(=O)N1CCC(C(=O)NC2CCCCCCC2)CC1	1.1	-9.4	14.2	-26.9	5.6	1.4	0.0	-0.8
C=CCNc1nc(Cl)nc(Nc2ccc(OCC)cc2)n1	11.9	9.1	5.0	1.0	-4.5	0.2	3.8	-0.3
COCCNc1oc(-c2cccs2)nc1S(=O)(=O)c1ccc(C)cc1	-250.8	-7.7	3.7	1.7	11.6	-0.2	-1.1	-3.4
COc1cc(NC(C)=O)ccc1NC(=O)c1cc2ccccc2o1	-16.9	-6.0	1.3	-12.9	6.1	0.6	-1.6	-0.3
O=C(c1ccc(Cn2cc([N+](=O)[O-])cn2)o1)N1N=C(C(F)F)CC1(O)C(F)F (stereo unspecified)	3.9	13.0	-12.4	-1.8	3.6	0.1	-2.6	-0.5
O=C(NCCc1ccc(Cl)cc1)C(=O)Nc1cc2c3c(c1)CC(=O)N3CCC2	0.8	-2.6	1.1	-5.3	4.4	-0.2	-13.1	4.0
CNC[C@H]1Oc2c(NS(=O)(=O)c3cccs3)cccc2C(=O)N([C@H](C)CO)C[C@@H]1C	4.5	-4.5	3.0	-0.4	3.5	1.1	-5.4	-2.0
Oc1ccc(-c2csc(-c3cccnc3)n2)c(O)c1	-73.8	-3.0	11.8	66.1*	55.2*	-2.3	-6.0	2.7
COc1ccc(-n2nnnc2/C(=C/N(C)C)C(=O)c2ccccc2)cc1	8.4	-5.5	-2.5	0.1	-4.4	3.6	-10.8	2.0
COc1ccc(/C=C2/SC(c3ccc(C)cc3)=NC2=O)cc1OC	-84.8	2.8	47.6	-4.6	-3.5	0.1	-7.0	-1.9
O=C(NCCCN1CCCCC1)c1ccc2c(c1)ncn2C1CCCC1	5.9	-4.2	2.0	0.2	1.2	-1.5	-0.4	-1.1
O=C1OC(=O)c2c(Br)c(Br)c(Br)c(Br)c21	5.8	1.5	-26.3	-25.5	-5.8	-0.1	3.4	0.1
Cc1nnc(N2CCC(C(=O)N3CCCCCC3)CC2)c2nn(-c3ccc(Cl)cc3)c(C)c12	-317.4	4.0	8.7	-2.3	1.5	-1.6	75.6*	-8.6
CC1(C)CC(=O)C2=C(C1)N=C1SCCC(=O)N1C2c1ccc(C(F)(F)F)cc1 (stereo unspecified)	-10.4	-4.0	10.2	-11.7	4.5	0.8	-1.8	-0.5
Cc1cccc(C(=O)NC(=S)NNC(=O)COc2ccc(Cl)cc2)c1	-12.3	-20.2	2.4	3.2	4.5	10.9	-3.9	-4.3
O=c1c2cn[nH]c2[nH]c(=S)n1-c1ccccc1F	15.7	-7.2	50.9	-11.4	-10.2	1.7	-2.1	5.7
O=C(O)CNc1nc(Cl)ccc1[N+](=O)[O-]	8.5	0.3	2.1	11.5	0.9	-2.5	-7.1	3.3
Cc1[nH]c(=O)[nH]c(=O)c1S(=O)(=O)N(CC(C)C)CC(C)C	14.3	5.7	-6.4	-11.3	-0.8	-0.1	1.5	-1.4
CCOC(=O)C1(CCOc2ccccc2)CCN(Cc2cccc(OC)c2)CC1	19.2	-0.5	7.1	/	/	41.4	2.2	-1.6
CCOC(=O)C1CCN(C(=O)c2ccc(Cl)c(NC3=NC4CS(=O)(=O)CC4S3)c2)CC1 (stereo unspecified)	20.6	-4.3	-7.8	-4.3	3.1	0.0	1.0	0.1
CNc1nnc(-c2ccc(C)cc2)c2ccccc12	-4.9	9.2	-0.8	8.4	2.3	1.1	14.2	-1.6
CCN(CC)c1ccc(NC(=O)CCc2nnc3ccc(N4CCCC4)nn23)c(C)c1	-3.9	6.5	52.8	3.3	7.8	-1.2	-8.4	-0.2
CCCCNC(=O)C1CCN(c2nc(OC)nc(OC)n2)CC1	8.4	1.2	-10.6	8.4	8.7	-0.4	-2.1	-0.3
CC(=O)c1cc2c(O)c(O)ccc2o1	-48.8	19.5	21.8	10.7	-2.7	0.0	-3.9	0.6
